# High-throughput results (PubChem BioAssay)
# BoNT A protease – BoNT A light chain protease inhibition; multiplex microsphere protease substrate cleavage, flow cytometry; actives 0.17% (n = 360,000); inhibition, % at 10 µM; note: plate controls were buffer without enzyme for full effect and enzyme alone for no effect
# FadD28 FP inh – blocks FadD28 binding to the bisubstrate probe | inhibition, % at 12.5 µM | fluorescence polarization | actives 0.22% (n = 360,000); in the data active = inhibition above about 8.5%, passing the limit was not always enough; inconclusive = no clear call, values can overlap the other calls
# PfHsp40 rescue – compounds rescuing yeast from Plasmodium falciparum HSP40 toxicity. growth rescue, % at 12.5 µM. actives 0.68% (n = 340,000). S. cerevisiae expressing PfHsp40, growth rescue, ATP luminescence; in the data active = growth rescue above about 28%, passing the limit was not always enough; inconclusive = no clear call, values can overlap the other calls;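 note: yeast W303a lacking pdr1 and pdr3 grown in galactose medium; growth measured after three days at 30 °C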
# PrPC surface inh – reduces human prion protein on the cell surface; actives 0.43% (n = 370,000); inhibition, % at 13.8 µM; cell surface PrPC, TR-FRET read-out; P04156; in the data active = inhibition above about 24%; note: 0% = median of the test wells and 100% = reference compound wells
# CCHFV vOTU inh – blocks the CCHF virus ovarian tumor domain protease; actives 0.55% (n = 370,000); CCHFV vOTU protease, Pep-AMC fluorescence; inhibition, % at 11.5 µM; in the data active = inhibition above about 30%; note: 0% = vehicle wells with enzyme and 100% = no enzyme wells
# TcdB inh – blocks C. difficile toxin B glycohydrolase activity | P18177 | TcdB glycohydrolase enzymatic assay, plate reader | inhibition, % at 9.99 µM | actives 0.24% (n = 350,000); in the data active = inhibition above about 10%
# Anthrax LF prot – inhibitors of Bacillus anthracis lethal factor protease. P15917. multiplex microsphere protease cleavage assay, LF. inhibition, % at 10 µM. actives 0.12% (n = 360,000). AID 588501; note: plate controls were buffer without enzyme for full effect and enzyme alone for no effect
# Target sequence (P15917 whole entry, looked up): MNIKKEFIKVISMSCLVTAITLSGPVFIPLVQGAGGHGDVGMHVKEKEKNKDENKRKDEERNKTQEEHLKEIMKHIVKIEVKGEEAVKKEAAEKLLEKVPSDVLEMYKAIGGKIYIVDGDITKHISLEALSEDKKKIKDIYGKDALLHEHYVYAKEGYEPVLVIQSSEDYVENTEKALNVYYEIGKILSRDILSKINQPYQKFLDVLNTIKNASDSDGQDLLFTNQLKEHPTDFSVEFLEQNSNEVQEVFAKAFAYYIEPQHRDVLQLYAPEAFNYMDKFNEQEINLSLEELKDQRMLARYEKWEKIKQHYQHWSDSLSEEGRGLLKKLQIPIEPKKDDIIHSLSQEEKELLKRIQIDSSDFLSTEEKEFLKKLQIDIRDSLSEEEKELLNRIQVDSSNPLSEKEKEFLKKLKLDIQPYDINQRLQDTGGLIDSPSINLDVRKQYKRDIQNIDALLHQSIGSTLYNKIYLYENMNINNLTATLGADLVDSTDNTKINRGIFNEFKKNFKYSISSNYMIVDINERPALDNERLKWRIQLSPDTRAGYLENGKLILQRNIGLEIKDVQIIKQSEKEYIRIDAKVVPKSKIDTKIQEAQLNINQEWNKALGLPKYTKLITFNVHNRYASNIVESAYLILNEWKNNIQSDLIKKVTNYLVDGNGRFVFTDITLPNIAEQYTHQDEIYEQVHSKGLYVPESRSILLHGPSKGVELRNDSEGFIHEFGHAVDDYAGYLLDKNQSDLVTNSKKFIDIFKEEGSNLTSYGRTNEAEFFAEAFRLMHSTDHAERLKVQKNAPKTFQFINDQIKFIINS
# BoNT F protease – BoNT F light chain protease inhibition | Multiplex microsphere protease cleavage assay, flow cytometry | inhibition, % at 10 µM | actives 0.22% (n = 360,000) | AID 588497; in the data active = inhibition above about 35%, passing the limit was not always enough; inconclusive = no clear call, values can overlap the other calls; note: plate controls were buffer without enzyme for full effect and enzyme alone for no effect
# Yp Topo-I inh – inhibitors of Yersinia pestis topoisomerase I; Y. pestis Topo-I cleavage product accumulation, plate reader; activity, % at 10 µM; actives 0.064% (n = 360,000); in the data active = activity above about 50%, passing the limit was not always enough; inconclusive = no clear call, values can overlap the other calls; note: inactives centre near 2
# The depositor's hits bear a star; ? = inconclusive; / = not tested or not shown. Cut-off read from the data, not from the text of the source, unless noted: active = inhibition above about 30%; inconclusive = no clear call, values can overlap the other calls; inactive = below that. Not a hit list. Share with any hit: about 2.3%.
SMILES,BoNT A protease,FadD28 FP inh,PfHsp40 rescue,PrPC surface inh,CCHFV vOTU inh,TcdB inh,Anthrax LF prot,BoNT F protease,Yp Topo-I inh
CC(C)CNS(=O)(=O)c1cc(C(=O)N2CC(C)OC(C)C2)c(Cl)cc1Cl (stereo not given),0.7,0.4,-0.4,5,-1,0.3,-4,11,0
CC(C)(C)OC(=O)N1CCC(c2c(C(=O)O)cnn2-c2ccc(Cl)cc2)CC1,0.3,0.7,1.0,-1,4,/,0,1,-7
CC(=O)C1=C(O)C(=O)N(Cc2ccccc2)C1c1ccco1 (stereo not given),-0.3,-0.5,0.8,7,10,/,2,-6,7
CCc1nc2c(OCc3ccc(C(F)(F)F)cc3)cccn2c1N(C=O)Cc1ccc(OC)cc1,-0.2,-6.5,/,10,16,1.8,1,-1,7
O=C(CN1C(=O)COc2ccccc21)NCCN1CCC(Cc2ccccc2)CC1,-0.4,0.9,-0.1,-10,-4,/,-1,-7,-2
CN(C)CCCN(C(=O)C1COc2ccccc2O1)c1nc2ccc(F)cc2s1 (stereo not given),-0.7,-3.3,0.5,2,-5,0.3,-2,-15,-9
CC(=O)Nc1ccc(S(=O)(=O)N2CCN(S(=O)(=O)N3CCC(C)CC3)CC2)cc1,-3.8,0.1,-1.2,6,0,0.6,0,1,4
CCOP(=O)(OCC)C(O)c1ccc(N(C)C)cc1 (stereo not given),-0.1,-1.8,0.3,7,-4,-1.1,1,5,2
CC1CC(=S)Nc2ccccc2N1C(=O)Nc1ccccc1 (stereo not given),-0.1,0.4,-1.2,-6,-22,1.7,0,-2,-2
Cn1cc(Cl)c(C(=O)N/N=C/c2ccc3c4c(cccc24)CC3)n1,3.4,-1.9,1.0,/,/,/,0,1,21
O=C(CCCc1ccccc1)NC1CC1,0.1,-1.1,-0.4,8,-16,/,0,-8,3
CNC(=O)c1sc(-c2ccc(Cl)cc2)nc1C,0.2,0.1,-0.4,-18,-7,/,3,-3,9
CN1CCN(Cc2ccc3ccccc3c2)CC1,3.3,-0.6,0.7,5,-6,1.7,-1,-31,0
COc1ccc(OC)c(NC(=O)NNC(=O)COc2ccc(-c3ccccc3)cc2)c1,-1.9,-3.8,-1.4,-6,1,-1.5,0,-11,11
CC(C)(C)OC(=O)N/N=C/c1cc(N=Nc2ccccc2)ccc1O,0.1,-0.1,1.4,-2,-18,/,-1,-3,-18
O=C(NCCCn1ccnc1)c1ccc(N2CCCCCC2)c([N+](=O)[O-])c1,1.7,-0.6,0.9,-23,7,1.0,-2,-10,2
CNC(=O)C1Cc2c(-c3ccc4c(c3)OCO4)ccnc2O1 (stereo not given),-0.7,0.2,/,10,-6,-0.4,-4,-2,7
COc1cccc(CNC(=O)CCCn2ncn3c(cc4occc43)c2=O)c1,1.0,-0.2,1.9,1,11,-0.6,-2,-4,5
O=C(NCC12CC3CC(C1)CC(CNC(=O)N1CCCC1)(C3)C2)N1CCCC1,?,0.8,0.3,-1,-15,/,-2,-6,11
Cc1nnc(SCC(=O)N(C2CCCCC2)C2CCS(=O)(=O)C2)n1C (stereo not given),-0.3,-1.6,-1.0,-10,16,-1.0,-4,-7,-7
CN1C(=O)[C@@H]2[C@H](C1=O)[C@@H]1C(=O)Nc3ccccc3C(=O)N1[C@@H]2c1cccc(Br)c1,-0.9,-3.0,0.2,-4,2,-0.5,-4,-7,-1
NC(=O)/C(=C/c1ccco1)C(N)=S,?,-1.4,0.8,1,13,-0.6,-3,?,-3
CCn1c(-c2cc(-c3ccc(OC(C)C)cc3)nc3ccccc23)n[nH]c1=S,0.4,-3.1,-0.6,/,/,1.8,-5,-8,9
O=C(CCN1C(=O)C2C3CCC(C3)C2C1=O)Nc1ccc(Br)cc1 (stereo not given),-1.3,-1.2,1.6,7,4,/,-1,-2,-2
CCOC(=O)C(C)NC(=O)C(NC(=O)C1CCC(CC)CC1)C(C)C (stereo not given),1.3,-0.4,-1.0,0,-14,/,3,13,-5
O=C(O)CSc1nc(C(F)(F)F)cc(=O)n1-c1ccccc1,0.1,0.1,1.6,-2,0,/,5,3,-9
O=C(CCN1C(=O)C2C3C=CC(C3)C2C1=O)N1CCN(c2cccc(Cl)c2)CC1 (stereo not given),0.0,0.7,-0.8,10,5,/,-2,2,23
O=C1NC[C@H](CCCCN2CCN(Cc3ccccc3)C(=O)C2=O)N(CC2CCCCC2)C1=O,0.6,/,/,6,4,0.9,3,-4,/
CC(C)(C)OC(=O)NCCNC(=O)c1cccs1,-4.2,-0.9,-0.9,1,3,2.7,9,?,10
Cc1c(N=Cc2c(O)n(CCc3ccc(F)cc3)c(=O)[nH]c2=O)c(=O)n(-c2ccccc2)n1C,-0.4,?,-0.7,1,10,/,-1,0,14
Cc1cccc(-c2cc3c(N=O)c4ccccc4c-3n[nH]2)c1,0.4,-4.7,0.7,-8,1,0.4,0,2,2
COc1ccc(C2Nc3ccccc3NC3=C2C(=O)CC(C)(C)C3)c(OC)c1OC (stereo not given),-6.0,-2.9,-0.3,-13,6,0.2,-7,15,1
CS(=O)(=O)NCCNc1ccc(Cl)cc1[N+](=O)[O-],0.4,-2.0,-0.2,-40,4,0.1,1,0,-3
CCOC(=O)c1cnc2c(-c3ccccc3)cnn2c1N,0.7,-3.7,1.5,-5,-7,/,3,-5,8
CN(C)C(=O)CSc1nnc(-c2cccnc2)n1-c1ccccc1,-0.7,-3.4,-0.1,5,-3,1.4,3,-11,-10
CCOC(=O)[C@]12Cc3ccc4ccccc4c3[C@H]1N(Cc1ccccc1)C(=O)c1ccccc12,0.4,/,/,8,2,-3.1,3,0,/
CC(C)[C@H](NS(=O)(=O)c1ccc(Cl)cc1)C(=O)OCC(=O)NCCN1C(=O)CSC1=O,1.6,-2.0,0.2,6,-5,0.3,2,-1,4
O=C(Nc1ccc2c(c1)OCO2)c1ccc(Cl)s1,-2.5,-0.4,3.1,7,-2,/,-4,-10,1
CCOc1cc(C(=O)CCC(=O)OCC(=O)Nc2ccc(C)c(S(=O)(=O)N(C)C)c2)ccc1O,0.5,-2.9,-0.2,3,-9,0.7,0,-4,-4
COC1OC(c2ccccc2)=C(c2ccc(C(N)=O)cc2)c2ccc(F)cc21 (stereo not given),-0.6,/,/,-9,-3,1.0,-12,-1,/
O=C1CC(=O)NC(SCC(=O)Nc2ccccc2[N+](=O)[O-])=N1,-2.7,2.8,-0.7,-8,7,0.8,8,-10,3
COC(=O)Cn1ccc2cc(S(=O)(=O)N3CCCCC3)ccc21,7.6,0.5,0.7,4,2,1.2,4,11,4
COc1cc(C(=O)Nc2ccc3c(c2)CCCN3C(=O)c2ccco2)c([N+](=O)[O-])cc1OC,-3.3,1.0,0.8,-25,5,0.6,-7,-4,11
Cc1ccc(C(=O)Nc2ncc3c(n2)CC(c2ccco2)CC3=O)cc1 (stereo not given),-0.4,-2.3,0.6,-3,1,/,-4,0,5
CCOc1c(Cl)cc(CNC(C)(C)CC(C)(C)C)cc1OC,3.7,-0.1,1.0,-4,1,/,-4,4,10
COc1ccc(Cn2cc3c(-c4ccc(F)cc4)nnc-3c3cc(OC)c(OC)cc32)cc1,3.9,-18,-0.6,22,-8,1.6,-6,-22,19
CCN(Cc1ccccc1)S(=O)(=O)c1ccc(C(=O)Nc2nnc(-c3ccccc3OC)o2)cc1,1.2,-0.3,0.7,-1,0,0.3,-5,-20,0
CC(=O)Nc1cccc(/C(C)=N/NC(=O)c2cccs2)c1,-0.7,-3.3,-1.3,-3,3,/,0,-2,-3
Cc1cc(C)cc(N2C(N)=NC(N)=NC2c2ccccc2F)c1 (stereo not given),-0.1,0.3,4.2,5,7,3.5,-5,-4,-11
COc1ccc(CN2CCN(C(=O)CCC(=O)c3ccc(C)s3)CC2)cc1OC,/,-0.3,1.1,-7,13,0.6,/,/,9
COc1ccc(Br)cc1CNC(=O)Cn1nc(C)n2cccc2c1=O,2.8,-0.2,0.3,3,7,0.5,-1,6,1
Cc1cc(NS(=O)(=O)c2cc(Cl)sc2Cl)no1,-2.9,-2.8,-1.6,4,-3,1.4,8,-4,-4
Cn1cc(C(=O)N/N=C/c2cccs2)c2ccccc21,-0.7,-2.3,0.5,6,21,/,-3,2,-8
COc1ccccc1Cn1c(=S)[nH]c2cc(C(=O)NCC(OC)OC)ccc2c1=O,0.0,-4.3,0.1,8,0,2.4,-11,-1,10
CC1=CC(C)C2(CO)COC(c3ccccc3O)C1C2C (stereo not given),0.0,-8.1,-1.4,5,-7,/,-1,-4,-10
CCOP(=O)(OCC)C(NC(=O)c1ccc(C)cc1)=C(Cl)Cl,0.3,-0.2,-1.2,2,-4,0.6,-1,-4,7
Cc1ccc(/C=C/C(=O)OCC(=O)NCCN2C(=O)CSC2=O)cc1,0.2,-3.1,-1.1,-7,7,0.7,0,5,5
CC1(c2ccccc2)NC(=O)N(CC(=O)Nc2ccc(Cl)c(S(=O)(=O)N3CCCCC3)c2)C1=O (stereo not given),-0.6,0.4,0.3,8,16,1.3,-1,4,-7
CCn1nnc2cc(C(=O)N(CCOC)CC(=O)Nc3cccc(C)c3C)ccc21,0.9,0.8,0.7,2,-6,4.1,10,-3,3
Fc1ccc(N=c2ssnc2Cl)c(F)c1,0.3,0.6,0.3,3,-9,3.0,9,-2,-8

# Already shown: entries from further up.
SMILES,BoNT A protease,FadD28 FP inh,PfHsp40 rescue,PrPC surface inh,CCHFV vOTU inh,TcdB inh,Anthrax LF prot,BoNT F protease,Yp Topo-I inh
CC(C)CNS(=O)(=O)c1cc(C(=O)N2CC(C)OC(C)C2)c(Cl)cc1Cl (stereo not given),0.7,0.4,-0.4,5,-1,0.3,-4,11,0
CC(C)(C)OC(=O)N1CCC(c2c(C(=O)O)cnn2-c2ccc(Cl)cc2)CC1,0.3,0.7,1.0,-1,4,/,0,1,-7

# Continuation.
SMILES,BoNT A protease,FadD28 FP inh,PfHsp40 rescue,PrPC surface inh,CCHFV vOTU inh,TcdB inh,Anthrax LF prot,BoNT F protease,Yp Topo-I inh
COc1ccc(CC2S/C(=N/N=C/c3ccc(O)cc3)NC2=O)cc1 (stereo not given),0.5,-0.6,-1.9,-1,2,-5.2,1,-1,12
O=C(Nc1c2c(nc3c1CCC3)CCCC2)c1ccccn1,-0.9,-1.6,0.9,6,0,/,1,-4,0
CC(C(=O)c1ccc2ccccc2c1)N1CCCCC1 (stereo not given),-1.1,-0.3,0.4,4,-26,1.1,-6,-6,3
COC(=O)C1=C(C)N(Cc2ccc(OC)cc2)C(=O)C1,-2.4,-1.3,1.3,12,-3,-0.7,-6,-3,8
O=C(CSCc1ccc(Cl)cc1)Nc1ccc(Br)cc1C(=O)O,-0.5,/,-1.1,4,5,-2.4,15,-8,0
O=C(CCc1nnc2n(Cc3ccc(F)cc3)c(=O)c3ccccc3n12)N1CCN(c2ccccn2)CC1,-0.2,-4.4,0.1,-5,10,0.5,-1,1,5
CCCn1c(C)nc2c(c1=O)c1nc3ccccc3nc1n2-c1ccccc1,0.8,-1.9,-0.9,-6,7,0.3,-5,-14,0
O=C(Cc1ccccc1)Nc1nc(-c2cccc([N+](=O)[O-])c2)cs1,-0.1,0.2,1.1,3,6,2.2,0,0,0
CCCC(=O)NC(C)c1nc2ccccc2n1C(C)C (stereo not given),-1.2,-4.5,1.0,-1,0,2.4,-1,-6,-8
O=C1CC[C@@]23CCCN2C(=O)CCCC3C1 (stereo not given in full),-0.2,-1.1,4.4,2,-1,0.4,2,-6,-3
Cc1ccc(/C=N/N=C2/NC(=O)C(CC(=O)Nc3ccccc3)S2)o1 (stereo not given),-0.1,-2.0,-0.5,7,-6,-2.2,0,1,5
CCc1nc2c(OCc3ccc4c(c3)OCO4)cccn2c1N(C=O)Cc1ccc(OC)cc1,0.3,-2.7,/,14,-3,1.1,5,2,23
